Screening data: PubChem BioAssay, National Center for Advancing Translational Sciences (NCATS)
HCMV antiviral: qHTS Assay for inhibitors of the human cytomegalovirus (HCMV); HFF cells, HCMV-luciferase reporter, 72 h; hits give low values; activity change, negative = inhibition, % at 57.5 µM; 410,000 compounds, 4.5% hits; AID 1259415, 2018; in the data active means activity change below about -60%; inconclusive means no clear call, values can overlap the other calls; inactive means above about -39%; further: on the % scale 0 is the no-effect control and ±100 the full control effect
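Steps: HFFs plated, 16 h 37C; compounds added; HCMV-luciferase added to MOI 1 PFU/cell; 72 h 37C; OneGlo reagent, 5 min room temperature; luminescence read, normalized to controls.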
AmpC inh no detg: qHTS Inhibitors of AmpC Beta-Lactamase (assay without detergent) | AID 485341, 2010 | AmpC nitrocefin hydrolysis, absorbance 480 nm, 0.0001% Triton | Potency, µM (doses to about 57.1 µM), for the others: at the top dose activity change, negative = inhibition, most hits filed as inhibitors | P00811 | 330,000 compounds, 0.52% hits;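 further: potency means the concentration at half of the fitted maximal effect; plate controls were no compound for no effect and no enzyme for full effect; nearly all actives have a fitted effect of over 20% in size; some results filed as inactive show a strong effect at the top dose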
Target sequence (P00811 whole entry, looked up): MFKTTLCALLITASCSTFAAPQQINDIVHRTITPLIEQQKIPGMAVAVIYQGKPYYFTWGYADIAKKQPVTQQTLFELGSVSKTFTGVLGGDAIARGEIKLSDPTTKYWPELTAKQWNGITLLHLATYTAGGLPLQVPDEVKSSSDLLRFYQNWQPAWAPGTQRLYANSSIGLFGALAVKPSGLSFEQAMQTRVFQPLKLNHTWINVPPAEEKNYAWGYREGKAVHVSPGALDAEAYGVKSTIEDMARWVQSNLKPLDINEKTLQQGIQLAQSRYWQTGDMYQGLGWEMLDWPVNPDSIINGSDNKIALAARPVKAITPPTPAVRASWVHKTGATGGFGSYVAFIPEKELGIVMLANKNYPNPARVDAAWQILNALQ
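20 mM phosphate pH 7.0 + 0.01% (detergent screen) or 0.0001% Triton X-100; 5.3 nM AmpC reagent; cpd preinc 15 min RT; nitrocefin (800 uM stock) to start; A480 q20 s × 4 min; Activity was normalised to no-enzyme and no-compound control wells.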
FBPA Giardia inh: qHTS Assay for Inhibitors of Fructose-1,6-bisphosphate Aldolase from Giardia Lamblia; Potency, µM (top dose mostly 59.6 µM), inactives show at the top dose activity, negative = inhibition, usual class: inhibitors; 290,000 compounds, 0.71% hits; purified Giardia FBPA; further: potency means the concentration at half of the fitted maximal effect; on the % scale 0 is the no-effect control and ±100 the full control effect; nearly all actives have a fitted effect of over 55% in size
Target sequence (A8B2U2 whole entry, looked up): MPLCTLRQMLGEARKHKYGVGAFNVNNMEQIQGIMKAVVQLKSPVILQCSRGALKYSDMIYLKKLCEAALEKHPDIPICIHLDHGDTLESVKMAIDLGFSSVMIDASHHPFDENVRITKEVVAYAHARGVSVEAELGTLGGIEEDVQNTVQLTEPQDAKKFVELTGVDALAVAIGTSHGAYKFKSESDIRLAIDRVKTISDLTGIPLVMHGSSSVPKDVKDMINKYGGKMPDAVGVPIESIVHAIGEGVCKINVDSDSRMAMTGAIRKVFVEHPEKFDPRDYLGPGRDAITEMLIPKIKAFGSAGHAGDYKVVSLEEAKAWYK
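Giardia FBPA (40 nM reagent) was preincubated 10 min at RT with compound (up to 57.5 uM final), then substrate plus GAPDH/TPI/NAD/arsenate coupling system with diaphorase/resazurin was added; resorufin fluorescence (525/598 nm) was read after 20 min.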
Shiga inhibitor: A qHTS for Small Molecule Inhibitors of Shiga Toxin. 290,000 compounds, 9.2% hits. inhibition, % at 38.7 µM. Vero cells, Shiga toxin protein synthesis inhibition reporter. AID 2315, 2010; in the data active means inhibition mostly above about 28%, no sharp cut-off; inactive means mostly below about 43%; further: 0% is about no effect
AMA1-RON2 inh: qHTS for Inhibitors of AMA1-RON; Towards Development of Antimalarial Drug Lead: Primary Screen. 360,000 compounds, 0.2% hits. Plasmodium falciparum AMA1 (3D7) - RON2 peptide interaction. Potency, µM (titrated, usually from 58.2 µM), inactives show at the highest dose activity change, negative = inhibition, actives largely listed as inhibitors. AID 720542, 2013. AlphaScreen AMA1-biotinylated RON2 peptide binding;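 further: potency means the concentration at half of the fitted maximal effect; 0% = vehicle wells and -100% = peptide control; nearly all actives have a fitted effect of over 45% in size; some results filed as inactive show a strong effect at the top dose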
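AMA1 (3D7) with his tag at 25 nM final met compounds first, then biotinylated RON2 peptide at 25 nM; detection used donor plus acceptor beads, 10 µg/mL apiece, read by AlphaScreen after 30 min at room temperature.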
CHX counter: Cycloheximide Counterscreen for Small Molecule Inhibitors of Shiga Toxin; 300,000 compounds, 12% hits; max response, %; cell reporter, cycloheximide protein synthesis inhibition counterscreen; in the data active means max response mostly above about 13%, no sharp cut-off; inactive means mostly below about 14%; further: read at 38.3 µM for the half of the compounds with a filed dose; 0% is about no effect
AmpC detergent: qHTS Inhibitors of AmpC Beta-Lactamase (assay with detergent); P00811; AmpC hydrolysis of nitrocefin, absorbance 480 nm, 0.01% Triton; Potency, µM (series often up to 114 µM), for the others: at the top dose activity change, negative = inhibition, hits mostly inhibitors; 370,000 compounds, 0.041% hits;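 further: potency means the concentration at half of the fitted maximal effect; 0% = no-compound wells and -100% = no-enzyme wells; nearly all actives have a fitted effect of over 25% in size; some results filed as inactive show a strong effect at the top dose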
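AmpC (5.3 nM in the dispensed reagent) in 20 mM phosphate pH 7.0 with 0.01% (detergent screen) or 0.0001% Triton X-100 was preincubated with compounds for 15 min at room temperature. Nitrocefin was then added from an 800 uM solution, and hydrolysis was followed at 480 nm.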
Active calls of the source: *; ? = inconclusive; / = no result given; & = joins results of further samples; [ ] = another dose, or the depositor's remark. Unless noted, the call rests on the fitted dose curve; in most records, active means well fitted curve in the direction sought with a large enough effect; inconclusive means small, poorly fitted or top-dose-only effect, or another doubt; inactive means no such curve, though single readings can be large; an effect the other way counts as inactive or inconclusive.

SMILES	HCMV antiviral	AmpC inh no detg	FBPA Giardia inh	Shiga inhibitor	AMA1-RON2 inh	CHX counter	AmpC detergent
Cc1cccc(C)c1NC(=O)c1cccc2c1C(=O)N(C1CCCCC1)C2	/	28%	-15%	-2	-7%	1	3%
Cc1nnc(SCC(=O)c2c(N)n(C)c(=O)n(C)c2=O)n1Cc1ccccc1	-7	0%	5%	3	9%	-3	-13%
CCCCCC(=O)N1c2ccccc2C(C)(c2ccccc2)CC1(C)C (stereo not drawn)	?	/	/	13	/	7	15%
Cc1nn(C(C)C(=O)NCCCN2CCCCC2C)c(=O)c2c1sc1ccccc12 (stereo not drawn)	-25	9%	/	-3	-10%	-7	?
Cc1ccc2[nH]c(=O)c(CNC(C)C)cc2c1	-13	-22%	?	9	0%	-3	-11%
CO/N=C/c1ccc(Oc2ccc(C)cc2)c([N+](=O)[O-])c1	58	-6%	-4%	64	-27%	43*	1%
CC(C)(C)NC(=S)NCc1cccnc1	2	-11%	2%	4	-4%	1	-6%
Cc1nc(C)n(CC(C)C(=O)N2CCN(S(=O)(=O)c3ccc(Cl)cc3)CC2)n1 (stereo not drawn)	-15	-8%	0%	-2	1%	-4	?
Cc1cccc2cc(C#N)c(SCc3nnc(-c4ccccc4[N+](=O)[O-])o3)nc12	?	-12%	1%	9	-13%	0	-8%
O=P(Nc1ccccc1)(Nc1ccccc1)Oc1cccc(Cl)c1	31	-37%	-3%	-10	-13%	-3	?
O=C(O)CC(NC(=O)C12CC3CC(CC(C3)C1)C2)c1ccc(F)cc1 (stereo not drawn)	63	-19%	2%	26	0%	-1	3%
CCOc1cc2c(cc1OCC)C(c1ccccc1)N(c1ccccc1)C(=O)C2 (stereo not drawn)	-2	104%[activator]	-4%	-2	-19%	-3	?
Cc1cc(O)c(-c2cc(C(=O)Nc3cccnc3)[nH]n2)cc1C	51	-30%	5%	52*	87%[activator]	43*	6%
CC(=O)c1ccc(NC(=O)c2ccc3nc(C)sc3c2)cc1	16	-4%	0%	/	-2%	87*	-4%
O=C(CSCc1ccc(Cl)cc1)Nc1ccccc1C(=O)N1CCOCC1	?	7%	-1%	-17	-11%	-6	-5%
Cc1nnc(C)n1/N=C/c1ccc(O)cc1	-2	-16%	-5%	-5	3%	1	0%
O=C(CCN1C(=O)/C(=C/c2ccccc2Cl)SC1=S)NC1CCS(=O)(=O)C1 (stereo not drawn)	-25	-43%	7%	-7	7%	-1	3%
C=CCN1C(=O)c2ccc(C(=O)N3CCN(c4ccccc4OC)CC3)cc2C1=O	-6	128%[activator]	/	/	-12%	/	?
CC(=O)NCC(=O)NC(C(=O)Nc1ccc2c(c1)OCCO2)c1ccc(C)cc1 (stereo not drawn)	47	3%	14%	21	7%	7	-9%
COc1ccc(-n2c(CCc3ccccc3)nnc2SCC(=O)c2ccccc2)cc1	-33	29%	3%	-9	8%	3	?
COc1ccc(-c2nc3c(n2O)CCC/C3=N\O)cc1	58	-24%	-21%	77	3%	27*	?
COc1ccc(N2CCN(CC(=O)Nc3ccc(C)c(C)c3)CC2)cc1	61	107%[activator]	-7%	-5	0%	-3	?
COc1ccc(/C(O)=C2/C(=O)C(=O)N(CCN3CCNCC3)C2c2cccc([N+](=O)[O-])c2)cc1 (stereo not drawn)	-3	1%	8%	-17	1%	-2	-9%
CC1(C)CC(=O)C2=C(C1)Oc1ncn(CCO)c(=N)c1C2c1ccccc1 (stereo not drawn)	-5	-10%	4%	7	-6%	-5	-1%
COc1ccc(CN(C(=O)CSc2nnc(-c3ccccc3F)o2)c2ccc(F)cc2)cc1	/	0%	2%	6	-1%	7	2%
Cc1ccc(-c2nnc(CCC(=O)NCC3C4CC5CC(C4)CC3C5)o2)s1 (stereo not drawn)	152	62%[activator]	4%	103*	0%	52*	3%
CC1=C(C(=O)NCCc2ccc(C)cc2)C2(CCC(C)CC2)OC1=O (stereo not drawn)	1	70%[activator]	3%	-23	1%	-6	?
Cc1csc(SCC(=O)NC(=O)NC2CCCC2)n1	-10	-19%	0%	35	-5%	1	-7%
Cc1cc(C[n+]2cc(Br)ccc2N)c2ncccc2c1	-24	-15%	10%	-3	-4%	-1	-6%
COCCCNC(=O)CCN1C(=O)COc2ccccc21	12	-4%	4%	-8	3%	-2	-2%
CCOCCCNC(=O)c1c[nH]c2ccc(OCC)cc2c1=O	-30	-8%	-1%	21	-8%	-1	1%
N=c1sccn1CC(=O)NC(=O)NC1CCCC1	-10	-14%	-12%	-11	-6%	-2	-8%
CCSc1nc(N)c2c(C)c(C)sc2n1	36	-14%	2%	21	-1%	2	-7%
CCCOc1ccc(N2C(=O)CC(N(CCCO)C(=O)CC)C2=O)cc1 (stereo not drawn)	24	8%	-1%	14	-1%	-2	-5%
COC(=O)C1CCN(C(=O)c2ccc3nccnc3c2)CC1	71	-10%	/	-6	4%	5	-1%
Cc1ccc(CNC(=O)c2ccc(OCC3CCCO3)cc2)cc1 (stereo not drawn)	4	-36%	5%	16	7%	15*	?
CCc1ccc(NC(=O)C2CCN(S(=O)(=O)c3ccc4c(c3)N(C(C)=O)CCO4)CC2)cc1	/	76%[activator]	/	-9	-3%	9	-4%
CN(C)S(=O)(=O)N(CC(=O)Nc1ccc(F)c(F)c1)c1ccccc1	22	-13%	0%	-15	-4%	-6	-2%
Cc1ccc(S(=O)(=O)N2CCN(c3ccnc4cc(Cl)ccc34)CC2)cc1C	?	7%	0%	-5	-4%	1	-3%
Cc1ccc(C2C3=C(Nc4[nH]n(-c5ccccc5)c(=O)c42)c2ccccc2C3=O)cc1 (stereo not drawn)	/	-30%	?	-9	/	-4	-5%
COc1cc(/C=C2/SC(=S)N(Cc3ccccc3)C2=O)ccc1OS(C)(=O)=O	-69*	-28%	-5%	-9	1%	-2	-12%
CC(=O)OCc1nc2ccccc2s1	59	-6%	1%	92*	4%	29*	?
Cc1ccc(OC(=S)Nc2ccccc2)c(C)c1	-12	-12%	-2%	2	1%	-3	-6%
CC(NC(=O)COC(=O)c1ccco1)c1ccccc1 (stereo not drawn)	10	0%	2%	-6	-10%	0	1%
CN(C(=O)CSc1nnnn1-c1ccccc1)C1CCS(=O)(=O)C1 (stereo not drawn)	-21	-26%	-5%	-15	-3%	10	-9%
Cc1cccc(C(=O)Nc2cccc(OC(=O)c3cccc(C)c3)c2)c1	87	-3%	1%	87	9%	34*	0%
O=C(c1ccccc1)c1cccn1CC(=O)N1CCCCCC1	12	-10%	5%	15	1%	-3	?
C=CCn1c(COc2ccc(Cl)cc2)nnc1SCC(=O)N/N=C/c1ccccc1	13	11%	4%	-30	4%	-2	-1%
CC(C)C(=O)Nc1ccccc1C(=O)N/N=C/c1ccc([N+](=O)[O-])cc1	-1	-32%	7%	-18	-1%	-2	-1%
CC(C)CCc1noc(CN2CCN(CC(=O)NC(C)C)CC2)n1	0	26%	8%	6	0%	-2	-8%
C/C(=C\C(=O)c1c(O)cc(C)oc1=O)N(C)C	-8	-14%	-12%	6	2%	5	-5%
Cc1ccccc1Cn1cnc2ccccc21	?	-16%	3%	-9	-1%	2	1%
CCOC(=O)N1CCN(CCC(=O)Nc2cc(OC)ccc2OC)CC1	-32	25%	-5%	-11	20%	-4	6%
COc1ccc(F)c(-c2nc(CN3CCN(C(=O)c4ccco4)CC3)c(C)o2)c1	20	72%[activator]	/	-32	-9%	-2	-4%
COc1ccc(C)cc1N(C(=O)CNC(=O)c1ccco1)C(C(=O)NCC1CCCO1)c1ccccc1 (stereo not drawn)	-7	41%	17%	-4	4%	-3	6%
CC1=C[C@H]2OC(=O)[C@@H](C)[C@H]2C[C@@H]2[C@H]1C[C@@H](O)[C@@]2(C)O	?	0%	3%	19	11%	6	5%
O=C(C1CCN(S(=O)(=O)c2ccc(Br)s2)CC1)N1CCc2ccccc21	/	-32%	4%	11	-5%	-2	?
O=C(CC12CC3CC(CC(C3)C1)C2)NC(Cc1ccccc1)C(=O)O (stereo not drawn)	-12	-15%	14%	-12	-1%	-6	-14%
CCCCCCn1c(N2CCC(C)CC2)nc2c1c(=O)[nH]c(=O)n2C	-19	4%	9%	-18	-5%	-2	-2%
CN(C(=O)CC1C(=O)NCCN1CC1CCCCC1)C1CCOCC1 (stereo not drawn)	-22	37%	-28%	43	7%	-4	-7%

Additional entries follow.
SMILES	HCMV antiviral	AmpC inh no detg	FBPA Giardia inh	Shiga inhibitor	AMA1-RON2 inh	CHX counter	AmpC detergent
Cc1ccc(-c2noc(CCCOc3ccc(Cl)cc3Cl)n2)cc1	30	-16%	0%	13	67%[activator]	-2	-4%
O=C(c1ccc(Cl)cc1)N(c1ccccn1)C1CCCCC1	78	-4%[2.29 µM]	-6%	-10	1%	0	-12%
CCOc1ccc(CNc2ccc3c(c2)ncn3C(C)(C)C)cc1	27	27%	3%	40*	-26%	24*	-3%
COc1ccc(N2C(=O)CC(Sc3nc4ccccc4s3)C2=O)cc1OC (stereo not drawn)	-21	60%	5%	-5	73%[activator]	-3	7%
COC(=O)C1=C(C)NC2=C(C(=O)CC(C)(C)C2)C1c1ccccn1 (stereo not drawn)	57	-15%	-2%	13	4%	-1	1%
C=C1CCN(CC(=O)OC)S(=O)(=O)c2ccccc21	32	-22%	6%&-4%	10&17	12%	4&-3	9%
O=C(O)C1C2CCC(C2)C1C(=O)NCCc1ccccc1 (stereo not drawn)	21	-8%	12%	-1	-4%	-3	-12%
O=c1c2ccccc2c(-c2ccccc2)nn1-c1cc(Cl)cc(Cl)c1	-31	-14%	5%	14	3%	1	5%
COc1cccc(CNC(=O)c2cc(C3CC3)nc3c2cnn3C(C)C)c1	0	12%	/	/	3%	/	?

Whole records, looked up by structure. Screens in order: HCMV antiviral | AmpC inh no detg | FBPA Giardia inh | Shiga inhibitor | AMA1-RON2 inh | CHX counter | AmpC detergent
COc1ccc(N2C(=O)CC(Sc3nc4ccccc4s3)C2=O)cc1OC (stereo not drawn) in the list: -21 | 60% | 5% | -5 | 73%[activator] | -3 | 7%
COc1cccc(CNC(=O)c2cc(C3CC3)nc3c2cnn3C(C)C)c1 in the list: 0 | 12% | / | / | 3% | / | ?
O=C(O)C1C2CCC(C2)C1C(=O)NCCc1ccccc1 (stereo not drawn) in the list: 21 | -8% | 12% | -1 | -4% | -3 | -12%
O=c1c2ccccc2c(-c2ccccc2)nn1-c1cc(Cl)cc(Cl)c1 in the list: -31 | -14% | 5% | 14 | 3% | 1 | 5%
C=C1CCN(CC(=O)OC)S(=O)(=O)c2ccccc21 in the list: 32 | -22% | 6%&-4% | 10&17 | 12% | 4&-3 | 9%
